# Bioassay records as filed in PubChem BioAssay.
# human PMI inhibitors: human PMI inhibitors, high substrate, primary screen, biochemical, fluorescence intensity, high mannose 6-phosphate (AID 1220); recombinant PMI enzyme, coupled fluorescence intensity; higher % means a stronger effect; one-dose inhibition, % at 20 µM; IC50 in µM for titrated hits; hit rate 0.66% among 190,000
# XIAP antagonists: XIAP antagonists, biochemical, IAP family, fluorescence polarization (AID 1018) | hit rate 0.007% among 200,000 | E3 ubiquitin-protein ligase XIAP (Homo sapiens) | XIAP BIR domain, fluorescence polarization peptide displacement; higher % means a stronger effect | one-dose displacement, % at 20 µM; IC50 in µM for titrated hits; in the data active = displacement above about 50%; also: a part of the inactive calls stands beside numbers as strong as those of hits
# WT yeast gro inh: growth inhibition of WT strain, primary screen, mitochondrial fusion inhibitor project, WT and mutant strains, chemical genetic. inhibition, % at 10 µM. hit rate 2.1% among 190,000. mitochondrial fusion phenotypic screen. AID 1362, 2008; in the data active = inhibition above about 58%; tested in S. cerevisiae
# M17LAP inhibition: P. falciparum M17LAP inhibitors, primary screen, biochemical, fluorogenic H-Leu-NHMec substrate, 1536-well (AID 1619) | inhibition, % at 30 µM, or IC50 in µM where a hit was titrated | Leucine aminopeptidase (Plasmodium falciparum (isolate 3D7)) | hit rate 0.38% among 220,000 | recombinant M17LAP, H-Leu-NHMec fluorogenic kinetic assay; higher % means a stronger effect;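 active = compound inhibiting the enzyme by more than half at any dose during confirmatory dose-response retesting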;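 also: plate controls were full reaction with DMSO carrier for no effect and no enzyme background for full effect; strong numbers were not always called active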
# TNAP activation fold: human TNAP enzyme activators, primary screen, biochemical, luminescent, no phosphate acceptor, uHTS (AID 1001); activation fold at 20 µM, or EC50 in µM where a hit was titrated; hit rate 0.03% among 200,000; purified TNAP, luminescent activation assay, no phosphate acceptor; higher activation fold means a stronger effect; Alkaline phosphatase, tissue-nonspecific isozyme (Homo sapiens); in the data active = activation fold from about 3, or a potency from the dose series; inactive = the rest, 99 in 100 with activation fold below about 1.6; also: many of its hits are not listed in these tables
# Yfh1-off respiration: enhancers of respiration in Yfh1-depleted yeast, dose response, Friedreich's ataxia, plus single-dose screen (AID 1465) | hit rate 0.074% among 220,000 | one-dose fold induction at 50 µM; EC50 in µM for titrated hits | S. cerevisiae Yfh1-off respiration, WST-1 reduction, 72 h; higher fold induction means a stronger effect;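 active = fold induction of absorbance versus untreated yeast above a set limit, then at least 30% activation at any dose in follow-up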;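 also: activators that raise dye reduction in frataxin-depleted yeast; strong numbers were not always called active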
# LYP phosphatase: inhibitors of LYP phosphatase, biochemical, fluorescence intensity, uHTS (AID 1779); Tyrosine-protein phosphatase non-receptor type 22 (Homo sapiens); hit rate 0.054% among 290,000; recombinant LYP phosphatase, fluorescence intensity; higher % means a stronger effect; inhibition, % at 11.5 µM; hits with a dose series show IC50 in µM;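 also: plate controls were vehicle with enzyme for no effect and no enzyme for full effect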
# PMI inhibitors: inhibitors of human PMI, primary screen, biochemical, fluorescence intensity, coupled assay (AID 1209); Mannose-6-phosphate isomerase (Homo sapiens); purified PMI enzyme, coupled fluorescence intensity; higher % means a stronger effect; one-dose inhibition, % at 20 µM; IC50 in µM for titrated hits; hit rate 0.42% among 190,000;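 also: plate controls were DMSO vehicle for no effect and wells lacking substrate for full effect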
# P. falciparum M1AAP: P. falciparum M1AAP inhibitors, biochemical, fluorogenic H-Leu-NHMec substrate, 1536-well (AID 1445); recombinant M1AAP, H-Leu-NHMec fluorogenic kinetic assay; higher % means a stronger effect; hit rate 0.42% among 220,000; inhibition, % at 30 µM; hits with a dose series show IC50 in µM;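 active = primary inhibition above the hit cutoff, then over 50% inhibition at one or more dose response concentrations, cut at about 23% in these data, passing the limit was not always enough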;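 also: plate controls were DMSO full reaction for no effect and no enzyme background for full effect; strong numbers were not always called active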
# WT yeast gro inh mutant strain: further read-out of WT yeast gro inh, marked with its call; inhibition, %; mitochondrial fusion phenotypic screen, mutant strain inhibition
# Active calls of the source: *; i = inactive; . = not tested or not shown. Rule as the data show it, unless noted: active = inhibition above about 50%; inactive = the rest. Random draw from the library. About 3.7% of those tested had a hit in this group.
SMILES,human PMI inhibitors,XIAP antagonists,WT yeast gro inh,WT yeast gro inh mutant strain,M17LAP inhibition,TNAP activation fold,Yfh1-off respiration,LYP phosphatase,PMI inhibitors,P. falciparum M1AAP
OCCCNc1nccc(-c2cc(Nc3cccc(Cl)c3)ncn2)n1,.,.,.,.,-10%,.,i,-3%,.,0%
COc1cc(Nc2c3c(nc4ccccc24)CCCC3)cc(OC)c1OC,11%,1.6%,-4,10,9%,1.1,i,2%,-3%,10%
CC(C)NC(=O)c1nn(C)c2ccccc12,-9%,-3.0%,-6,6,-10%,1,i,3%,-11%,3%
Cc1csc(NC(=O)CSc2nncn2C)n1,3%,-6.7%,-21,-26,-9%,1.1,i,-8%,6%,7%
O=[N+]([O-])c1cc(-c2nnc(Nc3ccc(O)cc3)c3ccccc23)ccc1N1CCOCC1,12%,-7.3%,-1,0,1%,0.7,i,5%,8%,2%
CC(=O)NC(=S)Nc1cccc(S(=O)(=O)NC2=NCCC2)c1,6%,-8.3%,-1,-18,1%,1,i,-7%,4%,0%
CSc1n[nH]c(NCc2ccc(C)cc2)n1,-7%,-3.6%,-13,-8,0%,0.8,i,-3%,-3%,-3%
COc1ccc(C(C#N)Nc2ccccc2)cc1 (stereo not given),8%,-10%,-6,3,-7%,1.1,i,-6%,9%,3%
COc1ccc(C2C(C(=O)c3cccs3)=C(O)C(=O)N2c2nnc(C)s2)cc1OC (stereo not given),-64%,0.8%,7,-2,23%,1,i,-7%,-13%,1%
C#CCSc1nnc(-c2ccc(O)cc2)o1,3%,-5.0%,4,1,-4%,1,i,-5%,12%,-2%
Oc1ccc(C2C(c3ccccc3)=NN=C(c3ccc(Cl)cc3)N2O)c(O)c1 (stereo not given),-57%,-1.5%,34,17,7%,1,i,5%,-44%,12%
CCc1cc2cc(OC)ccc2nc1SCC(=O)NNC(=O)c1ccco1,9%,-4.7%,3,1,-4%,1.2,i,-1%,3%,1%
C=CCN1CC(C(=O)N2CCC(Cc3ccc(Cl)cc3)(C(=O)OCC)CC2)CC1=O (stereo not given),.,.,.,.,1%,.,i,-8%,.,-3%
CC1CCCC(NC(=O)CNC(=S)N(Cc2ccccc2)Cc2cccs2)C1C (stereo not given),13%,-5.1%,65*,28*,-4%,1.1,i,3%,16%,-6%
CC(C)c1nc2oc3c(=O)[nH]cnc3c2c2c1CCC2,13%,-3.0%,-4,16,1%,1.1,i,-1%,1%,-4%

# Next section, starting with the last three of the part before.
SMILES,human PMI inhibitors,XIAP antagonists,WT yeast gro inh,WT yeast gro inh mutant strain,M17LAP inhibition,TNAP activation fold,Yfh1-off respiration,LYP phosphatase,PMI inhibitors,P. falciparum M1AAP
C=CCN1CC(C(=O)N2CCC(Cc3ccc(Cl)cc3)(C(=O)OCC)CC2)CC1=O (stereo not given),.,.,.,.,1%,.,i,-8%,.,-3%
CC1CCCC(NC(=O)CNC(=S)N(Cc2ccccc2)Cc2cccs2)C1C (stereo not given),13%,-5.1%,65*,28*,-4%,1.1,i,3%,16%,-6%
CC(C)c1nc2oc3c(=O)[nH]cnc3c2c2c1CCC2,13%,-3.0%,-4,16,1%,1.1,i,-1%,1%,-4%
O=C(CCn1c(=S)[nH]c2ccccc2c1=O)NCCc1ccc(Cl)cc1,5%,-3.5%,5,4,-6%,1.1,i,-5%,6%,6%
CC(=O)C1=C(C)Nc2cc(C(F)(F)F)ccc2S1,-13%,0.3%,17,2,-3%,1.1,i,-2%,-3%,5%
CCCCCNC(=O)CCn1c(=O)oc2ccccc21,-8%,-4.3%,-11,-3,2%,1.1,i,-5%,-7%,0%
CN(C)CCNC(=O)Nc1ccc([N+](=O)[O-])cc1,-1%,1.1%,10,3,7%,1.1,i,1%,-4%,16%
O=C(Nc1cccc(S(=O)(=O)NCc2ccco2)c1)c1cc(-c2ccccc2)nc2ccccc12,10%,-6.9%,-3,-24,12%,1,i,2%,24%,7%
CCc1ccc(C2(C)SC(NC(C)=O)=NN2C(C)=O)cc1 (stereo not given),-1%,0.0%,-12,0,-6%,1,i,3%,-1%,4%
O=C(CCC(=O)Nc1ccccc1Cl)NNC(=O)c1ccco1,-8%,-5.4%,-6,14,7%,1.5,i,0%,7%,4%
Cc1cc(C)c(C#N)c(SCC2COc3ccccc3O2)n1 (stereo not given),0%,-9.5%,52,26,0%,1,i,-4%,7%,1%
O=S(=O)(Nc1ncnc2sc3c(c12)CCC3)c1ccc(Cl)s1,-24%,-1.1%,-15,-4,22%,1.1,i,-4%,-5%,20%
Cc1noc(/C=C/c2ccco2)c1S(=O)(=O)N1CCC(C(=O)N2CCc3ccccc3C2)CC1,11%,-11%,19,5,17%,1,.,5%,2%,17%
Cc1ccc(NS(=O)(=O)c2cccc(C(=O)O)c2)c(C)c1,-1%,-1.2%,4,21,13%,1.1,i,-12%,-1%,10%
Cc1ccc(NC(=O)c2sc3nc4c(c(-c5ccco5)c3c2N)CCC4)cc1,10%,-0.4%,18,5,21%,1.1,i,-3%,-8%,3%
CCOC(=O)NC(Nc1ccc(C)cn1)(C(F)(F)F)C(F)(F)F,25%,-1.5%,-1,5,-7%,1.2,i,-8%,26%,-5%
C(=C\c1nnc(-c2cccs2)o1)/c1ccccc1,-1%,-3.8%,20,-17,3%,1.1,i,-5%,-1%,7%
Cc1c(Cl)cccc1NC(=O)CCC(=O)N/N=C/c1ccc[nH]1,-12%,-8.2%,-3,-5,2%,0.9,.,-4%,-29%,7%
COc1cc([N+](=O)[O-])ccc1NC(=O)CSc1nc2ccccc2n1-c1ccccc1,-21%,11%,13,7,-6%,1,i,-2%,-16%,1%
CC(C)Cn1c(SC(C)C(=O)Nc2ccc(N3CCOCC3)cc2)nc2ccccc21 (stereo not given),6%,-2.6%,-4,1,-2%,1.1,i,-2%,13%,-1%
O=C(Nc1ccc(Oc2ncnc3cc(Cl)ccc23)nc1)c1ccc(F)cc1,.,.,.,.,1%,.,i,-4%,.,7%
CCN1CCCC1CNC(=O)Cn1cnc2sc(C)c(S(=O)(=O)N3CCC(C)CC3)c2c1=O (stereo not given),9%,-7.9%,-8,-5,-9%,1.1,i,2%,2%,3%
O=C1N/C(=N\c2ccccn2)SC1Cc1ccccc1Cl (stereo not given),.,.,.,.,7%,.,i,-6%,.,-5%
Cn1ncc2c(c(SCc3ccc(Cl)cc3Cl)nn2C)c1=O,.,.,.,.,4%,.,i,-7%,.,5%
CCN1CCN(c2ncnc3c2oc2nc(C(C)C)c4c(c23)CCC4)CC1,-2%,0.6%,.,.,.,1.1,.,-6%,-1%,.
Cn1cc([N+](=O)[O-])c(C(=O)Nc2ccc3c(c2)OCCO3)n1,-5%,-4.2%,3,-4,3%,1.1,i,-6%,-1%,8%
CC(C)Sc1nnc(CNC(=O)C23CC4CC(CC(C4)C2)C3)n1C1CCCCC1,11%,-19%,5,1,-2%,1.1,.,4%,13%,-3%
CCCOc1ccc(-c2nnn(CC(=O)N3CCC(C)CC3)n2)cc1,3%,-2.8%,20,-10,3%,1,i,-5%,12%,-7%
CCN1C(=O)C(CC(=O)Nc2ccc(OC)cc2)N(Cc2ccco2)C1=S (stereo not given),-11%,-4.9%,15,3,-4%,0.9,i,-3%,2%,3%
CCOC(=O)c1c(NC(=O)c2ccc(C)cc2)sc2c1CC(C)(C)OC2,-4%,-4.1%,13,26,-8%,1,i,14%,1%,0%
Cc1sc2nc(CN3CCCC3)nc(N3CCN(C(=O)c4ccco4)CC3)c2c1C,-5%,-4.7%,8,0,9%,1.2,i,-7%,-1%,6%
COc1ccc(-c2[nH]ncc2CN2CCSCC2)c(OC)c1,-2%,-5.0%,-8,-7,22%,1,i,-5%,3%,1%
O=Cc1cn(CC(O)CN2CCCCC2)c2ccccc12 (stereo not given),-5%,-5.8%,-16,4,-3%,1.1,i,-4%,-4%,0%

# Arranged by value in PMI inhibitors (highest first): 7 of the compounds above.
structure	PMI inhibitors
CC(C)Sc1nnc(CNC(=O)C23CC4CC(CC(C4)C2)C3)n1C1CCCCC1	13%
CCCOc1ccc(-c2nnn(CC(=O)N3CCC(C)CC3)n2)cc1	12%
COc1ccc(-c2[nH]ncc2CN2CCSCC2)c(OC)c1	3%
CCN1C(=O)C(CC(=O)Nc2ccc(OC)cc2)N(Cc2ccco2)C1=S (stereo not given)	2%
CCOC(=O)c1c(NC(=O)c2ccc(C)cc2)sc2c1CC(C)(C)OC2	1%
CCN1CCN(c2ncnc3c2oc2nc(C(C)C)c4c(c23)CCC4)CC1	-1%
O=Cc1cn(CC(O)CN2CCCCC2)c2ccccc12 (stereo not given)	-4%

# Of the compounds above, these have a CF3 group:
SMILES,human PMI inhibitors,XIAP antagonists,WT yeast gro inh,WT yeast gro inh mutant strain,M17LAP inhibition,TNAP activation fold,Yfh1-off respiration,LYP phosphatase,PMI inhibitors,P. falciparum M1AAP
CC(=O)C1=C(C)Nc2cc(C(F)(F)F)ccc2S1,-13%,0.3%,17,2,-3%,1.1,i,-2%,-3%,5%
CCOC(=O)NC(Nc1ccc(C)cn1)(C(F)(F)F)C(F)(F)F,25%,-1.5%,-1,5,-7%,1.2,i,-8%,26%,-5%

# Continuation.
SMILES,human PMI inhibitors,XIAP antagonists,WT yeast gro inh,WT yeast gro inh mutant strain,M17LAP inhibition,TNAP activation fold,Yfh1-off respiration,LYP phosphatase,PMI inhibitors,P. falciparum M1AAP
O=c1c2nnn(-c3cccc(F)c3)c2ncn1Cc1ccccn1,17%,-7.3%,5,-9,2%,1.1,i,-4%,8%,1%
CCC(C)(C)n1nnnc1C(c1ccccn1)N1CCOCC1 (stereo not given),-2%,-1.6%,2,6,-15%,1.1,i,-7%,-18%,-5%
CCOC(=O)C(=CNNc1ccccc1)C(=O)OCC,.,.,.,.,-3%,.,i,-6%,.,0%
S=c1[nH]nc(Cc2noc3ccccc23)n1-c1ccc(Cl)cc1,14%,-8.1%,12,25,-2%,1,i,-8%,12%,-1%
